# Source: PubChem BioAssay
# Insulin prom inh: inhibitors of insulin promoter-driven GFP, primary screen, imaging, TRM-6 cells (human fetal islet line), eGFP reporter, cell count; reporter expression induced with tamoxifen; inhibition, % at 2 µM; 0.9% of 130,000 active; AID 1273, 2008;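 active = inhibition above the mean plus 3 SD, with well images judged a real hit on visual review, cut at about 60% in these data, passing the limit was not always enough; inconclusive = inhibition over the cutoff but images rejected on review; inactive = inhibition not above the cutoff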
# sdo1 growth: growth rescue of sdo1-depleted yeast, primary screen, S. cerevisiae, bone marrow failure model | S. cerevisiae sdo1-depleted JHY4D growth rescue, OD600 30 h; hits give high values; pdr5 snq2 efflux-pump mutant strain | z-score at 10 µM | 0.21% of 140,000 active;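 active = z-score above 3 at both the 24 hr and the 30 hr optical density reads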;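 note: z-score against mean and SD of all compound wells on the same plate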
# sdo1 growth Rescue 24 h: recorded beside sdo1 growth, whose call it bears; z-score; S. cerevisiae sdo1-depleted JHY4D growth rescue, OD600; measured here: growth rescue at 24 h;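 0 is the plate mean of compound wells and units are plate SD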
# * marks the source's active call; other numbers are inactive results; ? = inconclusive; · = not tested or not shown; & = joins results of further samples; [ ] = remark or other dose.
Insulin prom inh	sdo1 growth	sdo1 growth Rescue 24 h	structure
·	1.11	0.9	CS(=O)(=O)Nc1ccc2c(c1)nc1n2CCOC1
?	0.17	-0.81	O=C(Nc1ccc(Cl)cc1)Nc1ccc(N2CCOCC2)cc1
9.1	0.36	-0.55	O=P(O)(O)c1ccccc1OCCCCCOc1ccccc1P(=O)(O)O
·	0.55	0.58	Brc1ccc(C2=Nn3c(nnc3-c3cccnc3)SC2)s1
-114.3	1.04	0.76	CCOC(=O)N1CCC(NC(=O)CN2C(=O)CCSc3ccccc32)CC1
·	0.57	0.92	Cc1occc1C(=O)NNC(=O)c1ccc(F)cc1
·	0.6	0.28	COCCCn1c(=N)c(C(=O)NCC2CCCO2)cc2c(=O)n3cccc(C)c3nc21 (configuration not stated)
30.0	·	·	O=C(C1CC12CCCC2)N1CCC(CO)(Cc2ccccc2Cl)CC1 (configuration not stated)
·	-0.59	-1.12	CCn1c(COc2cc(C)cc(C)c2)nnc1SCC(=O)N1CCN(c2ccccc2)CC1
-41.7	·	·	COc1ccc(C2CC(c3ccccc3)=NN2C(=S)Nc2ccccc2)cc1 (configuration not stated)
26.8	-0.94&0.11	-1.85&-1.22	O=C(NCc1ccc2c(c1)OCO2)c1ccc(CN2CCc3ccccc3C2)cc1
-33.3	2	0.78	C=CCn1c(SCC(=O)Nc2ccccc2C)nnc1-c1ccncc1
-21.4	-0.34	0.14	CC(CCc1ccccc1)NC(=O)C(=O)NCCc1ccccc1 (configuration not stated)
31.2	·	·	COC(=O)Nc1nnc(COc2cccc(C)c2)s1
·	-0.98	-0.53	COC(=O)CSc1nc2c(c(-c3ccco3)c1C#N)CCCC2
4.8	·	·	OCCN(Cc1ccccc1)CC(O)COc1ccc(-c2ccccc2)cc1 (configuration not stated)
-31.2	-0.99	-0.56	O=C(Nc1ccc(N2CCOCC2)c(Cl)c1)c1cc2ccccc2o1
33.3	0.37	-0.1	CN(C)S(=O)(=O)c1cccc(NC(=S)N/N=C/C(=O)c2ccccc2)c1
·	0.66	0.24	CC1(c2ccccc2)NC(=O)N(CCN2C(=O)c3ccccc3C2=O)C1=O (configuration not stated)
-15.0	·	·	O=C(Nc1ccc(F)cc1F)N1CCCC(c2nc(-c3ccc(F)cc3)no2)C1 (configuration not stated)
-44.4	0.05	-0.06	Cn1c(Cc2ccccc2)nnc1SCC(=O)Nc1ccccc1N1CCOCC1
-61.1	·	·	Cn1cccc1CC(=O)NNC(=S)NC(=O)c1ccccc1Br
-57.1	·	·	CCN(CC(=O)Nc1c(F)cccc1F)C(=O)COc1ccc2c(C)cc(=O)oc2c1
-53.3	0.55	0.39	Cn1c(=O)c2ccccc2n(Cc2ccccc2F)c1=O
23.1	2.85	2.89	O=C(COC(=O)C1CCN(/C=C/C(=O)C(F)(F)F)CC1)Nc1cccc(F)c1
-100.0	·	·	CCOC(=O)C1=C(C)OC(N)=C(C#N)C1c1cc2c(cc1[N+](=O)[O-])OCO2 (configuration not stated)
63.6	·	·	Cc1cccc(N2CCN(C(=O)c3ccc4c(c3)OCCO4)CC2)c1C
12.5	-1.2	-0.51	CCCCCCOc1ccc(NC(=O)CC2C(=O)N(CC)C(=S)N2Cc2ccco2)cc1 (configuration not stated)
-30.0	-0.85	0.93	CN(C)c1ccc(-c2nnc(-c3ccc(S(=O)(=O)C(F)F)cc3)o2)cc1
·	0.32	-0.63	CCC(CO)Nc1ncnc2c1cnn2-c1ccc(Cl)cc1 (configuration not stated)

# Molecules above with bromine:
Insulin prom inh	sdo1 growth	sdo1 growth Rescue 24 h	structure
·	0.55	0.58	Brc1ccc(C2=Nn3c(nnc3-c3cccnc3)SC2)s1
-61.1	·	·	Cn1cccc1CC(=O)NNC(=S)NC(=O)c1ccccc1Br

# Further structures follow:
Insulin prom inh	sdo1 growth	sdo1 growth Rescue 24 h	structure
42.9	0.44	3.63	CCC(C)n1c(SCC(=O)NCCc2ccc(S(N)(=O)=O)cc2)nc2ccsc2c1=O (configuration not stated)
27.5	-1.71	-0.82	OCCNc1ncnc2c1c(-c1ccccc1)c(-c1ccccc1)n2Cc1ccco1
·	0.32	0.74	CSc1nsc(SCC(=O)Nc2nc3ccc(C)cc3s2)n1
8.6	0.41	1	CCOc1ccccc1OCC(=O)Nc1nnc(COC)s1
-34.5	-0.13	-0.48	CC(C)(C)C(=O)Nc1ccccc1C(=O)Nc1cc(Cl)ccc1Cl
-38.5	0.21	-0.32	CCN(CC)CCNC(=S)N1CCn2c(nc3ccccc32)C1
55.6	·	·	CCOC(=O)c1sc(-c2ccccn2)nc1C
-28.6	0.4	-0.74	CC(=O)c1c(N2CCCCC2)nc(=O)n(-c2ccccc2)c1C
44.2	-0.27	-0.57	CCOCCCNC(=O)c1ccccc1SCC
9.1	·	·	C/C(=N/NC(=O)c1cc(O)c(O)c(O)c1)c1ccc([N+](=O)[O-])cc1
14.3	-0.43	-0.49	COc1ccc2c(c1)-c1nc(NC(=O)c3ccco3)sc1CC2
3.6	0.35	-0.18	O=C(C(c1ccccc1)N1CCOCC1)N1CCOCC1 (configuration not stated)
44.4	-0.35	0.52	CCOC(=O)CCCCC(=O)c1[nH]c(=O)[nH]c1CSc1nc(-c2ccccc2)c(C#N)c(=O)[nH]1
-21.4	2.82	2.19	COc1ccc(NC(=O)C2CCC(C)(C(=O)O)C2(C)C)cc1 (configuration not stated)
35.7	·	·	O=C(Nc1cccnc1Cl)c1cc([N+](=O)[O-])ccc1Cl
·	0.95	1.15	CCOC(=O)C1/C(=N\O)CC(C)(O)C(C(=O)OCC)C1c1ccc(OC)c(OC)c1 (configuration not stated)
17.9	0.45	1.01	Cc1ccccc1C(=O)N1CCC(C(=O)Nc2ccc3c(c2)OCCO3)CC1
21.4	·	·	Cc1cccc(/C=N\NC(=O)c2ccccc2-n2cccc2)c1
-11.8	·	·	CC(C)CN(CCCNC(=O)CN1C(=O)COc2ccc(S(=O)(=O)N3CCCC3)cc21)CC(C)C
-11.4	-0.33	-0.23	O=C(CN1C(=O)NC2(CCCC2)C1=O)Nc1ccccc1F
-210.3	-1.07	-1.67	CCOc1cccc(NC(=O)CC#N)c1
55.6	·	·	Cc1ccc(NC(=O)C2OCCc3ccccc32)cc1C (configuration not stated)
·	0.69	1.03	N#Cc1ccc(Sc2nc3ccccc3[nH]2)cc1C#N
0.0	-0.51	-0.37	Cc1cccc(C(=O)Nc2ccccc2SCC2CSc3nc4ccccc4c(=O)n32)c1 (configuration not stated)
38.9	1.43	1.18	CCS(=O)(=O)N1CCN(c2ccc([N+](=O)[O-])c(N3CCOCC3)c2)CC1
-109.1	·	·	Cc1c(Cl)c([N+](=O)[O-])nn1CCCC(=O)NCCc1ccccc1
-263.2	-0.24	-1.15	COC(=O)C1=C(C)NC(=O)C1(Nc1nccs1)C(F)(F)F (configuration not stated)
40.0	0.27	-1.04	COc1ccc(C2=NCCc3cc(OC)c(OC)cc32)cc1
21.9	0.53	0.6	Cc1cc(C)cc(C(=O)NC(=S)Nc2ccc3[nH]c(=O)[nH]c3c2)c1
-9.1	-1.03	0.51	Cc1cccc(C(=O)Nc2ccc(O)c3c(=O)cc(-c4ccccc4Cl)oc23)c1

# Brought forward from above: four compounds, followed by the next part.
Insulin prom inh	sdo1 growth	sdo1 growth Rescue 24 h	structure
-263.2	-0.24	-1.15	COC(=O)C1=C(C)NC(=O)C1(Nc1nccs1)C(F)(F)F (configuration not stated)
40.0	0.27	-1.04	COc1ccc(C2=NCCc3cc(OC)c(OC)cc32)cc1
21.9	0.53	0.6	Cc1cc(C)cc(C(=O)NC(=S)Nc2ccc3[nH]c(=O)[nH]c3c2)c1
-9.1	-1.03	0.51	Cc1cccc(C(=O)Nc2ccc(O)c3c(=O)cc(-c4ccccc4Cl)oc23)c1
·	-0.33	-0.78	O=C(NCCc1ccccc1)C(=O)NCC1CCCO1 (configuration not stated)
6.5	0.25	0.02	CCS(=O)(=O)N1CCN(Cc2nc3ccccc3c(=O)[nH]2)CC1
33.3	·	·	Cc1ccc(N/C=C2\C(=O)C3(C)CCC2C3(C)C)cc1C (configuration not stated)
·	-0.53	-0.17	Cc1ccc(C(=O)N/N=C/c2cc(C)n(-c3ccc(Br)cc3)c2C)cc1[N+](=O)[O-]
25.9	·	·	CC1(C)CC(=O)C2=C(C1)NC1=C(C(=O)c3ccccc31)C2c1cccnc1 (configuration not stated)
0.0	·	·	O=C(CC12CC3CC(CC(C3)C1)C2)NCc1ccco1
·	-0.4	0.67	O=C(COc1cccc(Br)c1)NN=C1c2ccccc2-c2ccccc21
-114.3	·	·	CC(NC(=O)C1CCCN1C(=O)OCc1ccccc1)c1ccccc1 (configuration not stated)
69.6	-1.49	-0.83	NS(=O)(=O)c1ccc(N2N=C(c3ccc(Br)cc3)CC2c2ccc(F)cc2)cc1 (configuration not stated)
-6.9	-0.52	-0.38	c1ccc(Oc2cc(-c3ccccc3)nc(-c3ccccc3)n2)cc1
-31.0	-1.16	-0.76	COc1cc(OC)c(NC(=O)CCc2nc(-c3cccs3)no2)cc1Cl
·	0.81	0.58	CCOc1ccc2nc(NC(NC(=O)CC)(C(=O)OC)C(F)(F)F)sc2c1 (configuration not stated)
-12.5	-1.57	-0.58	COc1cccc(C(=O)NN2c3ccccc3CCc3ccccc32)c1
54.5	·	·	O=C(N/N=C/c1ccccn1)c1ccc(N/N=C/c2ccccn2)cc1
-47.7	-0.83	-0.3	Cc1ccc(N2C(=O)CC(c3ccsc3)C3=C2CC(C)(C)CC3=O)cc1 (configuration not stated)
·	0.9[7.9 µM]	-0.44	COc1ccc(/C(O)=C2/C(=O)C(=O)N(CCN(C)C)C2c2ccc(OC)c(OC)c2)c(C)c1 (configuration not stated)
·	2.95	4.99	Cc1cccc(NC(=S)Nc2ccc3cn[nH]c3c2)c1
26.7	-0.34	-0.34	CCOc1nnnc2c1sc1nc(N3CCOCC3)c3c(c12)CCCC3
0.0	0.15	0.15	Cc1[nH]n(-c2ccccc2)c(=S)c1C=Nc1ccc([N+](=O)[O-])cc1
·	0.75	0.56	CCN=C(Nc1cccc(F)c1)SC1CC(=O)N(c2ccc(OC)cc2)C1=O (configuration not stated)
-41.2	·	·	CC1(C)NC(=O)N(CCOCCOc2ccccc2-c2ccccc2)C1=O
-28.6	1.38	0.75	CC(=O)Nc1ccc(S(=O)(=O)NCC2CCC(C(=O)N3CCN(c4ccccn4)CC3)CC2)cc1 (configuration not stated)
20.0	0.17	1.04	CCN(CC)c1ccc(/C=N/NC(=O)c2c[nH]c3ccccc23)cc1
42.2	-0.38	0.49	O=C(O)CCc1ccc(-c2cccs2)n1NC(=O)c1ccccc1Br
-22.6	-0.02	0.78	Cc1ccc(OCC(=O)NNC(=O)c2cc3ccccc3o2)cc1C
·	0.38	1.93	CCn1c(-c2nonc2NC(=O)c2ccccc2)nc2ccccc21
36.7	1.08	0.12	CN(C)C(=O)CSc1nnc(Cc2ccc([N+](=O)[O-])cc2)o1
17.4	0.78	0.97	CCC(Oc1ccccc1)C(=O)Nc1ccc(S(=O)(=O)Nc2cnc3ccccc3n2)cc1 (configuration not stated)
·	-0.22	-0.41	COC(=O)c1sccc1NC(=O)c1ccoc1C
-10.0	-0.71	-0.58	CC(C)CNS(=O)(=O)c1ccc(CCC(=O)N2CCN(Cc3ccccc3)CC2)cc1
-5.6	·	·	COc1ccc(C(=O)NC(=S)NCc2cccnc2)cc1OC
·	0.29	-0.38	C/C(=N\NS(=O)(=O)c1ccccc1)c1cccc(NC(=O)c2cccc(Cl)c2)c1
·	-0.81	-1.59	CCCCSc1nnc(-c2ccccc2N)c(=O)[nH]1
·	0.33	-0.47	CC1(C)CC(CC(=O)Nc2nccs2)(c2ccccc2)CCO1 (configuration not stated)
3.1	-0.71	-1.26	N#C/C=C(/N)N1CCN(c2ccc(Cl)c(Cl)c2)CC1
34.4	-0.24	-0.5	CN(C)c1cccc2c(C=C(C#N)C#N)ccc(N(C)C)c12
11.8	0.34	0.31	Cc1ccc(C(=O)O)c(C(=O)Nc2nc(C)cs2)c1
-90.5	·	·	C=CCOc1ccc(C2NC(=S)NC(c3ccccc3)=C2C(C)=O)cc1OC (configuration not stated)
-362.5	0.67	0.31	COCc1nn2c(N)c(C#N)cnc2c1-c1ccccc1
18.9	1.23	0.49	O=C(CCNC(=O)c1ccccc1Cl)Nc1ccc2c(c1)OCO2
-7.7	-0.92	-0.73	COc1ccccc1CC(=O)Nc1cccc2c1CCCC2
14.0	0.45	-0.55	CCCC(=O)Nc1sc(C)c(-c2ccc(C(C)CC)cc2)c1C#N (configuration not stated)
·	-1.17	-0.89	CCc1nc2ccccc2c(=O)n1NC(=O)c1c(O)c2ccccc2[nH]c1=O
-3.5	1.29	0.21	C/C(=N/N=C1/NC(=O)CC(C(=O)Nc2ccccc2)S1)c1cccs1 (configuration not stated)

# In another format: results already given.
canonical_smiles: C=CCOc1ccc(C2NC(=S)NC(c3ccccc3)=C2C(C)=O)cc1OC (configuration not stated)
  Insulin prom inh: -90.5; sdo1 growth: ·; sdo1 growth Rescue 24 h: ·
canonical_smiles: COCc1nn2c(N)c(C#N)cnc2c1-c1ccccc1
  Insulin prom inh: -362.5; sdo1 growth: 0.67; sdo1 growth Rescue 24 h: 0.31
canonical_smiles: O=C(CCNC(=O)c1ccccc1Cl)Nc1ccc2c(c1)OCO2
  Insulin prom inh: 18.9; sdo1 growth: 1.23; sdo1 growth Rescue 24 h: 0.49

# A portion of the library; the hit share may differ from the screen's.
